Screening data from PubChem.
TbREL1 inh: TbREL1 inhibition, primary screen | 89,000 compounds, 0.49% hits | AID 1117264 | TbREL1 RNA ligation, FRET fluorescence | inhibition, % at 9.66 µM;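 active = inhibition above the mean inhibition across all screened compounds plus 3 SD, cut at about 11% in these data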;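 note: 0% = plate median of test wells and 100% = NSC42067 control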
Target sequence (P86926 whole entry, looked up): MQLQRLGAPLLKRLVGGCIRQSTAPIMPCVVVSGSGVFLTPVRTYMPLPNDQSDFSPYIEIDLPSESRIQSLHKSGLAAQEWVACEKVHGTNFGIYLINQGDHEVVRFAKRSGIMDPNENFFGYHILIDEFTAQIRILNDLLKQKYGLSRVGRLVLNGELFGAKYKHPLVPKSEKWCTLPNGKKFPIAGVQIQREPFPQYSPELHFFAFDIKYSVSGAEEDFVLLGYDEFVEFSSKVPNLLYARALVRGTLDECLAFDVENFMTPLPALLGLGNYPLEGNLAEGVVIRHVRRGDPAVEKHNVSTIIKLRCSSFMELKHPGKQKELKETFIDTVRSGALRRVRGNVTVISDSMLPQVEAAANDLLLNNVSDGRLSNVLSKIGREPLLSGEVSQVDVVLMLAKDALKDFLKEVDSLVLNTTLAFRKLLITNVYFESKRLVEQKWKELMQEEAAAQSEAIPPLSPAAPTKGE
* = called active by the depositor. A portion of the library (hit frequency here may not be typical).

TbREL1 inh,SMILES
-6,COc1ccc(-n2c(-c3cccc(C)c3[N+](=O)[O-])n[nH]c2=S)cc1
1,Cc1noc(C)c1Cn1nc(C(=O)O)c2ccccc2c1=O
0,COc1nc2c(C)cccc2cc1-c1noc(-c2ccco2)n1
-1,CSc1nsc(SCC(=O)N2CCc3ccccc32)n1
-3,Cc1ccc(C)c(S(=O)(=O)Nc2ccc3scnc3c2)c1
0,COc1ccc(CNC(=O)C(c2ccc(C)cc2)N(Cc2cccs2)C(=O)c2ccc3c(c2)OCCO3)cc1 (stereo unspecified)
2,CCCc1c(C(=O)N/N=C/c2sccc2C)nnn1-c1nonc1N
-3,CCOc1cccc(-c2nnc(SCC(=O)Nc3cc(C)ccc3OC)n2N)c1
-6,Cc1c(Cl)cccc1NC(=S)N(CCCN1CCOCC1)Cc1ccco1
-2,O=C1C(O)CCN1Cc1ccccc1 (stereo unspecified)
-4,O=C(O)CCSc1nc2ccc(Br)cc2[nH]1
6,COC(=O)[C@@H](NC(=O)c1cc(COc2cncc(Cl)c2)on1)c1ccccc1
2,Cc1nc(C(F)(F)F)c(C(=O)NC(=O)Nc2ccccc2)s1
1,CC(=O)Nc1ccc2nc(C)n(Cc3ccc(Cl)cc3)c(=O)c2c1
-2,Cc1ccc(Cl)cc1NC(=S)N1CCC(c2ccccc2)C1 (stereo unspecified)
-1,CCn1cc(C(=O)NCCCOC)c(=O)c2cc(S(=O)(=O)N3CCC(C)CC3)ccc21
-6,CCCNC(=S)N1CCN(C(c2ccccc2)c2ccccc2)CC1
0,COc1ccc2nc(NC(=O)c3c(C)noc3C)sc2c1
4,CCn1c2ccccc2c2cc(NS(=O)(=O)c3ccccc3C)ccc21
1,CC1CC(C)(C)CC2(C1)NC(=O)N(CC(=O)OCC(=O)Nc1cc(S(=O)(=O)N3CCCCC3)ccc1Cl)C2=O (stereo unspecified)
3,Cn1c(=O)cc(OCCCC(=O)Nc2cc(Br)ccn2)c2ccccc21
-1,Cc1noc(C)c1NC(=O)N(C)C[C@H]1Oc2c(NC(=O)NC(C)C)cccc2C(=O)N([C@H](C)CO)C[C@@H]1C
1,COC(=O)CN(c1ccc2c(c1)OCO2)S(C)(=O)=O
1,CCCCNC(=O)c1cn(-c2ccc(OCC)cc2)c(=O)c2cc(OC)c(OC)cc12
-2,Cc1sc2ncn(-n3c(C)ccc3C)c(=O)c2c1C
-8,CCOc1ccc(-n2c(SCC(=O)Nc3ccc(S(=O)(=O)Nc4nccs4)cc3)nnc2-c2ccncc2)cc1
-3,COc1cc(CNC(=O)Nc2nnc([C@H]3C[C@H](O)[C@@H](CO)O3)s2)cc(OC)c1OC
0,O=C(CC1CCCC1)N[C@H](C(=O)N1CCC[C@H]1C(=O)NCCc1ccccc1Cl)c1ccccc1
-2,CN(C)c1ccc(/C=C2\SC(=S)N(Nc3ncc(C(F)(F)F)cc3Cl)C2=O)cc1
4,O=C(CCC1CCCC1)NCCCN1CCOCC1

15 structures out of the list, sorted by count of non-hydrogen atoms, largest number first.
TbREL1 inh,SMILES
0,COc1ccc(CNC(=O)C(c2ccc(C)cc2)N(Cc2cccs2)C(=O)c2ccc3c(c2)OCCO3)cc1 (stereo unspecified)
-1,Cc1noc(C)c1NC(=O)N(C)C[C@H]1Oc2c(NC(=O)NC(C)C)cccc2C(=O)N([C@H](C)CO)C[C@@H]1C
0,O=C(CC1CCCC1)N[C@H](C(=O)N1CCC[C@H]1C(=O)NCCc1ccccc1Cl)c1ccccc1
1,CCCCNC(=O)c1cn(-c2ccc(OCC)cc2)c(=O)c2cc(OC)c(OC)cc12
-3,COc1cc(CNC(=O)Nc2nnc([C@H]3C[C@H](O)[C@@H](CO)O3)s2)cc(OC)c1OC
-3,CCOc1cccc(-c2nnc(SCC(=O)Nc3cc(C)ccc3OC)n2N)c1
6,COC(=O)[C@@H](NC(=O)c1cc(COc2cncc(Cl)c2)on1)c1ccccc1
3,Cn1c(=O)cc(OCCCC(=O)Nc2cc(Br)ccn2)c2ccccc21
0,COc1nc2c(C)cccc2cc1-c1noc(-c2ccco2)n1
-2,Cc1ccc(Cl)cc1NC(=S)N1CCC(c2ccccc2)C1 (stereo unspecified)
-3,Cc1ccc(C)c(S(=O)(=O)Nc2ccc3scnc3c2)c1
-1,CSc1nsc(SCC(=O)N2CCc3ccccc32)n1
4,O=C(CCC1CCCC1)NCCCN1CCOCC1
-4,O=C(O)CCSc1nc2ccc(Br)cc2[nH]1
-2,O=C1C(O)CCN1Cc1ccccc1 (stereo unspecified)

(cont.)
TbREL1 inh,SMILES
2,CCO[C@H]1OC(C(N)=O)=C[C@@H](C(C)(C)C)[C@@H]1CCCO
-3,Cc1cccc(C(C)C)c1NC(=O)c1ccc(CN(c2ccccc2)S(=O)(=O)c2ccccc2)cc1
2,CCN(C(=O)COc1ccccc1C(=O)NCc1ccccc1)C1CCS(=O)(=O)C1 (stereo unspecified)
1,COc1ccccc1NC(=O)Cc1ccsc1
1,Cn1nc([N+](=O)[O-])nc1Oc1ccccc1
-10,Cc1onc(-c2ccccc2)c1C(=O)NC(=S)NNC(=O)c1ccc(O)cc1O
1,Cc1ccc(SCC(=O)Nc2nnc(C(C)(C)C)s2)cc1
5,Cn1c(=O)c2cn(-c3cccc4ccccc34)cc2n(C)c1=O
-5,CCc1ccc(NC(=O)/C(C#N)=C/c2cn(CC(=O)O)c3ccccc23)cc1
1,COC(=O)c1c(-c2ccc(OC)cc2)oc2ccc(-c3cc(OC)c(OC)c(OC)c3)cc12
0,COC(=O)C1CCN(C(=O)C2CC(=O)N(c3ccc(OC)cc3)C2c2ccc(OC)cc2)CC1 (stereo unspecified)
6,NCCCCc1ccc2ccc3cccc4ccc1c2c34
2,c1ccc(Cn2nnc3c(N4CCCCCC4)ncnc32)cc1
8,O=C1CCCc2ccccc2N1Cc1ccc(F)cc1
4,Cc1cc(C)c2sc(N(CCN(C)C)C(=O)c3cc(Cl)sc3Cl)nc2c1
-1,O=[N+]([O-])c1ccc(S(=O)(=O)N2CCN(Cc3ccco3)CC2)cc1
-5,O=c1[nH][nH]c2c1[C@@H](c1ccc(F)cc1)O[C@H](CCc1ccccc1)C2
-1,Cc1nc(SCC(=O)c2cc3ccccc3oc2=O)c(C#N)c(C)c1C(=O)Nc1ccccc1
0,CC(=O)Nc1ccc(NC(=O)COC(=O)c2n[nH]c3ccccc23)cc1
-2,CCN(CC)Cc1c(O)c(Cl)cc2c(C)c(C)c(=O)oc12
7,O=C(CCOc1ccc(F)cc1)Nc1nccs1
-1,Cc1ccc(OCC(=O)OC(C)C(=O)NC2CCCCC2C)cc1C (stereo unspecified)
0,C/C=C/C1=CC(=O)C[C@H](c2ccc3c(c2)OCO3)C1
-3,Cc1ccc(C(=O)OCC(=O)Nc2cc(C(C)(C)C)nn2-c2ccccc2)c(O)c1
9,O=C(Nc1ccc(Cl)cn1)c1ccc(-c2cc(Cl)ccc2Cl)o1
4,Cc1ccc(Nc2cc(C)nn2-c2nc(C)cc(C)n2)cc1
-1,Cc1cc(C)n(-c2ccn(Cc3ccc(Cl)cc3Cl)c(=O)n2)n1
-1,O=C(CC(Cc1ccccc1)C(=O)O)NCCc1ccc2c(c1)OCO2 (stereo unspecified)
1,COC(=O)C(C)Sc1ccc2nnc(CCNS(=O)(=O)c3ccccc3)n2n1 (stereo unspecified)
-1,CN(Cc1ccccc1)S(=O)(=O)c1ccc2c(c1)OCCO2
3,CCOCCCNC(=O)C(=O)NCCCOCC
-2,CN(C(=O)c1cccc(NC(=O)Cc2ccc(NC(=O)C3CCN(S(=O)(=O)c4cccc([N+](=O)[O-])c4)CC3)cc2)c1)C1CCCC1
-2,COc1ccc(OC)c(/C=C/C(=O)Nc2ccc3c(c2)CCC3)c1
3,Cc1ccc(C2C(C(N)=S)=C(N)OC3=C2C(=O)CC(C)(C)C3)cc1 (stereo unspecified)
0,CCCN(C(=O)COc1ccc(C(C)=O)cc1OC)C1CCS(=O)(=O)C1 (stereo unspecified)
5,CCOC(=O)C1=C(COC(=O)C2CC(=O)N(CCc3ccccc3)C2)NC(=O)NC1C (stereo unspecified)
0,CCOC(=O)c1[nH]c2c(c1-c1ccccc1)C(=O)CC(c1ccc(Cl)cc1)C2 (stereo unspecified)
4,CC1(C)CCc2nc(SCc3ccccc3)c(C#N)cc2C1
1,COC(=O)c1ccc(NC2=C(Cl)C(=O)OC2OC(=O)c2ccccc2)cc1 (stereo unspecified)
-4,CC(C)(C)OC(=O)NCCCC[C@H](NC(=O)c1nc[nH]c1C(=O)NCc1ccccc1)C(=O)OC(C)(C)C
-7,CNC(=S)NNC(=O)c1cc(C(C)(C)C)nn1Cc1ccc(F)cc1
-4,Cc1c(N=N/C(C(=O)Nc2ccccc2)=C(/O)c2ccccc2)c(=O)n(-c2ccccc2)n1C
-4,N#C/C(=C\c1ccc([N+](=O)[O-])o1)C(=O)Nc1ccc(F)cc1
-2,N/C(Cn1cncn1)=N\NC(=O)c1ccc(Cl)cc1Cl
0,COc1ccc(S(=O)(=O)N2CCC(C(=O)Oc3ccc(C)cc3)CC2)cc1OC
-1,C=CCN1C(=O)C(O)(CC(=O)c2c(C)n[nH]c2C)c2cc(Br)ccc21 (stereo unspecified)
3,COc1ccccc1-c1cnc(C(O)c2ccc(Cl)cc2C)[nH]1 (stereo unspecified)
3,Cc1cc(C(=O)NCc2cccs2)no1
-1,CC#CCN1c2ccccc2[C@]23C[C@@H](C(=O)OC)N(C(=O)NCCBr)C2=NC(C(=O)OC)=C(C(=O)OC)[C@H]13
1,CCOC(=O)C/C(=N\Nc1ncnc2ccccc12)c1ccccc1
0,C[C@@]12C(=O)N(Cc3ccc(Cl)cc3)CC(=O)N1[C@H]1c3ccccc3OC[C@@H]1[C@@H]2c1ccccc1
-6,O=C(c1ccc(Cl)c(Cl)c1)N1CCN(c2ccnc3cc(Cl)ccc23)CC1
-4,Cc1n[nH]c(C)c1NC(=O)CSc1nnnn1-c1cccc(F)c1
1,O=S(=O)(c1cccc2nsnc12)N1CCN(Cc2ccccc2)CC1
0,Cc1ncsc1CCC(=O)N1CCCC(C(=O)c2ccc3c(c2)OCO3)C1 (stereo unspecified)
1,Cc1cc(SCc2cc(=O)n3ccsc3n2)nc2ccccc12
2,CCOC(=O)c1ccc2c(c1)nc(COc1ccc3ccccc3c1)n2CC
-2,Cc1csc(SC(C)C(=O)NCC2CCCO2)n1 (stereo unspecified)
4,O=C(Nc1cc(Cl)cc(Cl)c1)OCCN1CCCC12CCC(c1ccccc1)CC2 (stereo unspecified)
-1,CCOP(=O)(OCC)c1nc(-c2cccc3ccccc23)oc1NCc1ccc(OC)cc1

Continuation.
TbREL1 inh,SMILES
-1,CCOc1ccccc1N(C)S(=O)(=O)c1ccc2c(c1)CC(C)N2C(=O)C1CC1 (stereo unspecified)
9,CC(C)Oc1cccc(C(=O)C2CCCN(Cc3cccn3-c3ccccn3)C2)c1 (stereo unspecified)
2,CC(=O)NCCc1ccc(S(=O)(=O)Nc2cccnc2)cc1
-1,COc1ccc(-c2oc3ncn(CCN4CCOCC4)c(=N)c3c2-c2ccc(OC)cc2)cc1
2,CN(C(=O)c1sc2nc(N3CCOCC3)c3c(c2c1N)CCCC3)c1ccccc1
1,CCOc1ccc(S(=O)(=O)Nc2ccc(S(=O)(=O)N3CCOCC3)cc2)cc1
0,O=C(Nc1ccon1)c1cccc(C(F)(F)F)c1
-3,Cc1cc(Cl)c(S(=O)(=O)Nc2ccc3c(c2)OCCO3)cc1OCC(N)=O
-3,COc1ccc(CNC(=O)C(CCSC)NS(=O)(=O)c2ccccc2F)cc1 (stereo unspecified)
-1,COc1ccccc1N1CCN(C(=O)CSc2ccc3c(C)cc(C)nc3n2)CC1
-2,CN1CCN(C(=O)C2=C[C@H](c3ccc(C(F)(F)F)cc3)C[C@H](OCCCCO)O2)CC1
-4,CSc1nnc2c(n1)c(C)nn2-c1ccc(C)cc1
1,O=C(COc1ccc(S(=O)(=O)N2CCOCC2)cc1)NC1CCCCC1
-2,CCOc1ccc(NC(=O)COc2cccc3c2CCN(Cc2cccnc2)C3=O)cc1
1,COc1ccc(CCNC2CCN(C)CC2)cc1OC
1,CC1=C(C(=O)NC2CCCC(C)C2C)C2(CCCCC2)OC1=O (stereo unspecified)
-6,Cc1nc(N2CCOCC2)c2c(C)c(C(=O)Nc3ccc(F)cc3Cl)sc2n1
8,Cc1ccc(-c2noc(C3CCCN(C(=O)c4ccccc4)C3)n2)o1 (stereo unspecified)
5,COc1ccc(Cl)cc1NC(=O)c1c(-c2ccccc2)noc1C
7,COc1ccc(N2C(=O)C(O)C2c2ccc(C)cc2)cc1 (stereo unspecified)
-7,Oc1ccc(C[C@H]2CNC(=S)N2CC2CCCN2C[C@H](Cc2ccc(O)cc2)N2C[C@H](Cc3ccc(O)cc3)N(CC3CCCCC3)C2=S)cc1 (stereo partly specified)
1,CCCSc1ccc([C@@H]2[C@H]3C(=O)N(CC)C(=O)[C@H]3[C@]3(C(=O)OC)CCCN23)cc1OC
-2,Cc1nc2cc(NC(=O)CSc3nc4c(C)cccc4cc3C#N)ccc2s1
5,CC1(C)CC2CN(Cc3ccccc3)S(=O)(=O)N2C1 (stereo unspecified)
3,CCc1ccccc1NC1=NCC(=O)N1C1CCCCC1
-1,O=C(NCCc1ccccn1)c1ccc2c(c1)ncn2C1CCCCC1
-2,CC(=O)c1ccc(S(=O)(=O)N2CCN(CC(=O)Nc3ccccc3C(=O)NC3CC3)CC2)cc1
-2,Cc1ccccc1NC(=S)N(C)CCc1ccccn1
10,CC[C@H](C)[C@@H](C(=O)NCCCCCCCCCCC(=O)N1CCNCC1)n1cc(CCCCN=C(N)N)nn1
1,CCCS(=O)(=O)NC(=O)C1(C)CCCN(C(=O)Cc2ccc3ccccc3c2)C1 (stereo unspecified)
-8,O=C(CN1c2ccccc2Sc2ccccc21)NNC(=S)Nc1ccc(Cl)cc1Cl
5,COc1ccc2[nH]c3nc(SCc4nnc(-c5ccccc5)o4)nnc3c2c1
-4,CC(C)(C)c1ccc(C(=O)NN2C(=O)CSC2=S)cc1
-5,CC(C)CN(C(=O)CCCc1nc2ccccc2c(=O)[nH]1)c1c(N)n(Cc2ccccc2)c(=O)[nH]c1=O
1,C/C(=N/NC(=O)Cc1cccs1)c1cccc([N+](=O)[O-])c1
-1,Cc1noc(C)c1NC(=O)Nc1ccc2c(c1)C(=O)N([C@H](C)CO)C[C@H](C)[C@@H](CN(C)C(=O)Nc1c(C)noc1C)O2
5,O=C(CCCN1C(=O)NC2(CCCC2)C1=O)NCc1ccccc1
